# Bioassay records deposited in PubChem BioAssay by National Center for Advancing Translational Sciences (NCATS).
# RGS4 inhibitor – inhibitors of human regulator of G protein signaling 4; P49798; Transcreener GDP fluorescence polarization, RGS4-accelerated GTP hydrolysis; Potency, µM (titrated, usually from 114 µM), for inactives: top-dose activity change, negative = inhibition, usual class: inhibitors; 390,000 compounds, 0.039% hits; AID 504845; further: potency means the concentration at half of the fitted maximal effect; on the % scale 0 is the no-effect control and ±100 the full control effect; nearly all actives have a fitted effect of over 75% in size; some results filed as inactive show a strong effect at the top dose
# Target sequence (P49798 whole entry, looked up): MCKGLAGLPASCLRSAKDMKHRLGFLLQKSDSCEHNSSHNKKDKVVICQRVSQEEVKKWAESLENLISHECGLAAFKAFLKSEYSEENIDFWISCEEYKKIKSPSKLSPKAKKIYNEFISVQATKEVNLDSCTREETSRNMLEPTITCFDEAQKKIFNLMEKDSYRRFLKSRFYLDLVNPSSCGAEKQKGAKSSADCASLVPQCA
#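 MLSMR compounds (23 nl, pin-transferred) preincubated 10 min at room temperature with a 500nM (2x) first reagent, then RGS4 at 900nM (2x) plus Transcreener GDP mix added; fluorescence polarization (620/688 nm) read before and after 90 min at 30 °C.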
# USP1 inh – inhibitors of human USP1/UAF1 deubiquitinase; recombinant USP1/UAF1, Ub-Rhodamine cleavage fluorescence; Potency, µM (titrated, usually from 57.1 µM), for the others: top-dose activity change, negative = inhibition, usual class: inhibitors; 390,000 compounds, 0.23% hits; further: potency means the concentration at half of the fitted maximal effect; on the % scale 0 is the no-effect control and ±100 the full control effect; nearly all actives have a fitted effect of over 60% in size; inactives centre near -12
# Target sequence (O94782 whole entry, looked up): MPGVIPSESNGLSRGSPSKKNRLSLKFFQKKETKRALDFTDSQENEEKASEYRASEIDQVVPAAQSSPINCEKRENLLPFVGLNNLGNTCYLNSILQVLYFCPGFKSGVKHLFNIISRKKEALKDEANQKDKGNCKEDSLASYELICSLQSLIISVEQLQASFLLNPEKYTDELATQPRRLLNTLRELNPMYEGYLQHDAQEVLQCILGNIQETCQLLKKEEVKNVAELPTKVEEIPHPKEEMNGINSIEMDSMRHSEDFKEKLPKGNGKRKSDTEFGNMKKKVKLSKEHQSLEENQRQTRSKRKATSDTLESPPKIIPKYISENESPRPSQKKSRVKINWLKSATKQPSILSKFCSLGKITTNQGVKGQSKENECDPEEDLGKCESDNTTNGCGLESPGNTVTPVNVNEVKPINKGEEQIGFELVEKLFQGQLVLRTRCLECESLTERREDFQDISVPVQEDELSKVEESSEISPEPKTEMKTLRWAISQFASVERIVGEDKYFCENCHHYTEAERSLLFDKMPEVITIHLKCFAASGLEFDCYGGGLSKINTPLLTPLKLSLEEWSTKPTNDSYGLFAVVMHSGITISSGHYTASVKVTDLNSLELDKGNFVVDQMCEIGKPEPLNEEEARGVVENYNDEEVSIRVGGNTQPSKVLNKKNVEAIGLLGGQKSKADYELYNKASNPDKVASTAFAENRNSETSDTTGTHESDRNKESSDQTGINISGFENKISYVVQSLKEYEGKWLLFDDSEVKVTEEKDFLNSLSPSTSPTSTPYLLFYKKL
#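 USP1/UAF1 complex at 1 nM was preincubated with compound for 15 min at room temperature, then Ub-Rho substrate (150nM final) was added. Fluorescence (480/540 nm) was read kinetically, 6 reads every 60 seconds.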
# TrxR1 inh – rat TrxR1 inhibition. O89049. recombinant rTrxR1, NADPH fluorescence consumption, selenite substrate. Potency, µM (top dose mostly 114 µM), for inactives: at the highest dose activity change, negative = inhibition, usual class: inhibitors. 390,000 compounds, 1% hits. AID 588453; further: potency means the concentration at half of the fitted maximal effect; on the % scale 0 is the no-effect control and ±100 the full control effect; nearly all actives have a fitted effect of over 65% in size
#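 Rat TrxR1 (90 nM in the dispensed reagent) was pre-reduced with 400 uM NADPH for 5 min at room temperature, then incubated with compound for 15 min. After 400 uM selenite was added, NADPH fluorescence (Ex 340/Em 450 nm) was followed for 8 min.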
# LDHA block – blocks human lactate dehydrogenase A; P00338; purified LDHA, NADH/diaphorase-resazurin fluorescence; active compounds read low; activity change, % (values are at about 110 or 230 µM); 480,000 compounds, 0.15% hits; AID 1347041; in the data active means activity change below about -30%; inconclusive means mostly about -25% to -30%;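 further: plate controls were DMSO wells for no effect and wells without enzyme for full effect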
#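 LDH5 2 nM; NADH 0.06 mM, pyruvate 0.2 mM; 200 mM Tris pH 7.4, EDTA, Tween-20; 5 min RT. Detection: diaphorase 0.133 mg/mL + resazurin 37 µM, fluorescence ex540/em590 at 0 and 20 min; normalized to enzyme-free and DMSO wells.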
# Glioma ERSR ind – induces the endoplasmic reticulum stress response in human glioma cells. U87-MG GRP78 promoter luciferase reporter, 16 h. Potency, µM, for the others: top-dose activation, most hits filed as activators. 420,000 compounds, 0.02% hits. AID 602332; further: potency means the concentration at half of the fitted maximal effect; series mostly up to about 76 µM; % of control where 0% means no effect; nearly all actives have a fitted effect of over 35% in size
#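 Stably transfected U87-MG glioma cells carrying a GRP78-based luciferase sensor; 16 h compound incubation. Luminescence end-point read 10 min after Bright-Glo addition at room temperature.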
# Vif-APOBEC3G blk – inhibitors of Vif-APOBEC3G interaction. HeLa A3G-eYFP + Vif (tagged APOBEC3G with the HIV-1 protein that degrades it), YFP fluorescence, overnight. Potency, µM (highest dose often 46.1 µM), for the others: at the highest dose activity, negative = active, hits mostly inhibitors. 410,000 compounds, 0.076% hits;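 further: potency means the concentration at half of the fitted maximal effect; on the % scale 0 is the no-effect control and ±100 the full control effect; nearly all actives have a fitted effect of over 60% in size; hits raise eYFP signal because A3G escapes Vif-driven loss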
#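 HeLa cells stably expressing Vif and C-terminally eYFP-tagged A3G, seeded overnight at 37 deg C, then exposed to compound by pintool overnight at 37 deg C. Rise in yellow fluorescence (Ex 488/Em 500-530, Acumen) marks blocked Vif-driven A3G degradation.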
# TrxR1 substrate – is turned over as a substrate by rat TrxR1; O89049; purified TrxR1 substrate turnover, NADPH consumption readout; Potency, µM (highest dose often 114 µM), inactives show top-dose activity change, negative = substrate turnover; 390,000 compounds, 0.01% hits; further: potency means the concentration at half of the fitted maximal effect; on the % scale 0 is the no-effect control and ±100 the full control effect; nearly all actives have a fitted effect of over 50% in size
#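 Rat TrxR1, dispensed at 90 nM, was prereduced with 400 uM NADPH (final) for 5 min at ~22 deg C, then incubated with compound 15 min before 400 uM selenite. A first-read NADPH fluorescence drop versus no-compound background flagged substrates.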
# Vif-APOBEC3F blk – inhibitors of Vif-A3F interaction | HeLa A3F-eYFP + Vif (tagged APOBEC3F with the HIV-1 protein that degrades it), YFP fluorescence increase | AID 602313 | 390,000 compounds, 0.2% hits | Potency, µM (series often up to 46.1 µM), for the others: top-dose activity, negative = active; further: potency means the concentration at half of the fitted maximal effect; % of control where 0% means no effect; nearly all actives have a fitted effect of over 65% in size
#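 HeLa cells stably expressing A3F-eYFP plus Vif, plated and incubated overnight at 37 deg C, then exposed to compounds overnight at 37 deg C. Blocked degradation read as raised yellow fluorescence (Ex 488/Em 500-530).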
# mIDH1 inhibitor – human IDH1 R132H inhibition; IDH1-R132H enzyme, NADPH consumption, diaphorase/resazurin fluorescence; AID 602179; 390,000 compounds, 0.093% hits; Potency, µM (titrated, usually from 76.6 µM), without a hit: top-dose activity change, negative = inhibition, actives largely listed as inhibitors; further: potency means the concentration at half of the fitted maximal effect; on the % scale 0 is the no-effect control and ±100 the full control effect; nearly all actives have a fitted effect of over 65% in size
#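 IDH1-R132H (0.5 ug/mL dispensed) in pH 7.5 Tris buffer was preincubated 30 min with compound, then given a substrate mix of 0.016 mM NADPH and 2 mM alpha-KG for 80 min at room temperature; remaining NADPH was read by diaphorase/resazurin fluorescence.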
# * = called active by the depositor; u = inconclusive; x = not tested or not shown; & = joins results of further samples; [ ] = dose if it differs, or a comment. Unless noted, the call rests on the fitted dose curve; in most records, active means well fitted curve in the direction sought with a large enough effect; inconclusive means small, poorly fitted or top-dose-only effect, or another doubt; inactive means no such curve, though single readings can be large; an effect the other way counts as inactive or inconclusive. Only part of the results is shown, so the mix of outcomes need not match the whole.
SMILES,RGS4 inhibitor,USP1 inh,TrxR1 inh,LDHA block,Glioma ERSR ind,Vif-APOBEC3G blk,TrxR1 substrate,Vif-APOBEC3F blk,mIDH1 inhibitor
Cc1nc(C)c(CCNC(=O)c2ccccc2Br)s1,u,-4%,11%,-8,-1%,-5%,-3%,u,8%
Cc1cc(NC(=O)CSc2nnc(-c3cccnc3)n2N)no1,-17%,-8%,17%[57.1 µM],-6,-1%,2%,8%[57.1 µM],-6%,-6%
Cc1cccc(N2CCN(C(=O)c3ccc(NS(=O)(=O)c4c(C)noc4C)cc3)CC2)c1C,-17%,-14%,1%,1,-1%,-1%,0%,x,4%
CCN(C(=O)COC(=O)c1ccccc1O)c1nc2ccccc2s1,15%,u,9%,-5,-5%,1%,13%,-21%,-14%
C[C@H]1CN([C@@H](C)CO)C(=O)Cc2cc(NS(=O)(=O)c3cccs3)ccc2O[C@H]1CN(C)S(=O)(=O)c1cn(C)cn1,-2%,27%,7%,-7,-1%,-3%,-2%,-6%,-2%
CC1Cc2ccccc2N1C(=O)CN1CCc2ccccc2C1 (stereo not drawn),4%,-29%,6%,2,-3%,-3%,1%,x,5%
COC1OC(COC(=O)c2ccccc2)C(OC(=O)c2ccccc2)C1OC(=O)c1ccccc1 (stereo not drawn),34%,-15%,29%,-3,-1%,-2%,3%,-7%,21%
CCOC(=O)N1CCN(C(=O)C2CCN(S(=O)(=O)N3CCCC3)CC2)CC1,5%,0%,15%,3,-2%,1%,16%,-16%,-1%
OCCCNc1nnc(-c2ccccc2)c2ccccc12,31%,-5%,17%,-3,0%,-2%,-3%,11%,10%
O=C(N/N=C\c1ccccc1)c1ccccc1-n1cccc1,13%,-13%,6%[57.1 µM],-12,0%,0%,2%[57.1 µM],-11%,14%
COC(=O)c1ccccc1CC1Cc2cc3c(cc2C1=O)CCC3 (stereo not drawn),1%,-5%,-9%,1,0%,-21%,-7%,1%,6%
COc1ccc(-c2cc(=O)[nH]c(=S)[nH]2)cc1,-27%,-8%,-14%,0,-3%,-8%,0%,15%,0%
Cc1nc2ccccc2n1C1CCN(CC(=O)NCc2ccc(F)cc2)CC1,10%,-12%,5%,-3,-5%,0%,6%,-1%,4%
O=C(Nc1nc2ccccc2[nH]1)C1CCCC1,35%,u,19%[57.1 µM],-10,1%,-16%,-8%,1%,13%
CC(CC(=O)O)CC(=O)Nc1cc([N+](=O)[O-])ccc1O (stereo not drawn),3%,-15%,0%[57.1 µM],-8,-3%,-1%,-4%[57.1 µM],13%,1%
N/C(=N\OC(=O)/C=C/c1ccccc1Cl)c1ccccn1,-4%[11.4 µM],-28%,-21%,0,-11%,4%,-3%,-5%,0%
Cn1c(=O)c2c(nc(CN3CCOCC3)n2Cc2ccccc2)n(C)c1=O,7%[11.4 µM],-12%,12%[57.1 µM],-11,-3%,-4%,6%[57.1 µM],8%,-2%
COCCN(CC(=O)Nc1cccc(C)c1C)C(=O)C1(c2ccc(Cl)cc2)CCC1,-8%,-22%,12%,3,-3%,-5%,-1%,-5%,2%
O=C(Nc1ccc(N2CCOCC2)nc1)c1ccc(C(F)(F)F)cc1,-1%,-5%,14%,-1,-4%,1%,9%,6%,3%
O=C(NCc1ccccc1Cl)c1ccc(Cn2c(=O)c3cccn3c3cccnc32)cc1,12%,8%,18%,-6,-4%,4%,3%,1%,5%

# Brought forward from above: 2 compounds, followed by the next part.
SMILES,RGS4 inhibitor,USP1 inh,TrxR1 inh,LDHA block,Glioma ERSR ind,Vif-APOBEC3G blk,TrxR1 substrate,Vif-APOBEC3F blk,mIDH1 inhibitor
O=C(Nc1ccc(N2CCOCC2)nc1)c1ccc(C(F)(F)F)cc1,-1%,-5%,14%,-1,-4%,1%,9%,6%,3%
O=C(NCc1ccccc1Cl)c1ccc(Cn2c(=O)c3cccn3c3cccnc32)cc1,12%,8%,18%,-6,-4%,4%,3%,1%,5%
O=C(CSc1nnc(-c2cccnc2)n1Cc1ccco1)c1ccc(Cl)c(Cl)c1,u,-8%,45µM*,3,-1%,-4%,-4%,-7%,5%
CCn1c(CNc2ccc(F)cc2)nnc1SCC(=O)Nc1ccc(OC)cc1OC,16%,-8%,4%[57.1 µM],-2,-1%,1%,2%[57.1 µM],0%,4%
Cc1ccc(S(=O)(=O)c2cn(CC(=O)Nc3ccccc3)c3ccc(F)cc3c2=O)cc1,27%,-5%,26%,-15,0%,-7%,2%,-6%,-13%
CCOc1ccccc1N1CC(c2nc3ccccc3n2Cc2c(C)cc(C)cc2C)CC1=O (stereo not drawn),-19%,u,9%,3,1%,-27%,0%,13µM*,19%
Cc1ccc(C(=O)CSc2nc(C)cc(SCc3nnc(-c4ccccc4)o3)n2)cc1,-17%,-10%,-7%,0,-5%,2%,-6%,5%,8%
COc1cc(OC)c(NC(=O)c2cc3c(s2)-c2ccc(Cl)cc2SC3)cc1Cl,-36%,-27%,29%,-3,-2%,-1%,8%,0%,-2%
COc1ccc(NC(=O)CCNC(=O)c2ccco2)cc1OC,-50%,-5%,18%,-2,-3%,0%,5%,-20%,1%
O=C(CNC(=O)c1ccccc1)NCC1COc2ccccc2O1 (stereo not drawn),-5%,-11%,8%,1,-4%,0%,3%,-6%,0%
COc1ccc(N(C)S(=O)(=O)c2cccc(C(=O)NCC3CCCO3)c2)cc1 (stereo not drawn),17%,-6%,-2%,-3,-3%,1%,-3%,0%,12%
CCc1ccc(-c2nc(CSCC(=O)N3CCN(c4ncccn4)CC3)c(C)o2)cc1,-28%,-17%,-12%,1,-6%,-8%,11%,7%,0%
CN(CC(=O)Nc1ccc(N2CCOCC2)cc1)CC(=O)Nc1ccc([N+](=O)[O-])cc1Br,-12%,-20%,12%,0,-5%,-7%,0%,-11%,8%
COc1ccc(NC(=O)c2[nH]ncc2[N+](=O)[O-])cc1,13%,4%,4%[57.1 µM],-14,-6%,1%,-10%,-4%,1%
CCCCOc1ccc(N2C(N)=NC(N)=NC23CCCCC3)cc1,-14%,-15%,19%,-6,4%,-1%,7%,8%,1%
COC(=O)CN1C(=O)N/C(=C/c2ccc(C)o2)C1=O,u,-20%,-16%[57.1 µM],14,4%,0%,-6%[57.1 µM],-17%,-6%
NC(=O)CCn1cnc2ccccc21,-27%,-3%,24%[11.4 µM],-3,-6%,-4%,-17%[11.4 µM],-8%,2%
Cc1ccc(CSc2nc(=O)c3c(C)cc(C)nc3n2C2CC2)cc1,-34%,-20%,13%[57.1 µM],1,2%,2%,4%[57.1 µM],10%,6%
COc1ccc(NC(=O)CC2C(=O)N(c3ccc(OC)cc3)C(=O)N2CCC2=CCCCC2)cc1 (stereo not drawn),1%,-14%,-8%,-2,5%,4%,-4%,2%,-2%
COc1cc(/C=C2/C(=N)N3C=CSC3=NC2=O)ccc1OCCCOc1ccccc1C,3%,-18%,-6%,-6,4%,-11%,4%,-7%,13%
Cc1ccc(CSCC(=O)N(C)CC(=O)Nc2c(Cl)cccc2Cl)cc1,-6%,-13%,-12%,-1,-3%,0%,-15%,-2%,3%
CCc1cccc(C)c1NC(=O)CSc1nnc(-c2ccco2)n1N,-18%,-2%,u,5,6%,0%,2%,-3%,0%
CCC1(CC)C(=O)C2=C3C1[C@H](C(=O)OC)C=C(C(=O)OC)C[C@H]3[C@H]1C(=O)NC(=O)[C@H]1[C@H]2C (stereo partly drawn),4%&-3%,-24%,23%&3%,-2,-3%&-5%,-6%&-1%,9%&-6%,0%,-1%
CCN(C(=S)Nc1cccnc1)c1cccc2ccccc12,-53%[56.9 µM],-17%,-9%,13,4%,-3%,56%[activator],0%,8%
COc1ccc(N(CC(=O)NCc2ccco2)C(=O)CNS(=O)(=O)c2ccc(Cl)cc2)cc1,-22%,-16%,5%[57.1 µM],5,-5%,1%,8%[57.1 µM],-9%,4%
Cc1cccc(C)c1N1CCN(S(=O)(=O)N(C)C)CC1,-13%,-28%,6%,1,-3%,2%,8%,0%,6%
CCOc1ccc(C(=O)N2CCC(c3nnc(-c4ccccc4OC)o3)CC2)cc1,17%,-27%,0%,0,2%,1%,-7%,-8%,15%
COc1ccccc1C(=O)N1CCCCC1CCN1CCOCC1 (stereo not drawn),0%,-24%,15%,-2,-4%,0%,4%,4%,0%
CCN(C(=O)c1ccc(S(C)(=O)=O)cc1)C12CC3CC(CC(C3)C1)C2,-19%,-18%,11%[57.1 µM],0,-6%,0%,7%[57.1 µM],-12%,1%
Cc1nnc(SCC(=O)NCc2ccc3c(c2)OCO3)s1,9%,4%,7%,-4,0%,0%,1%,-4%,0%
C=CCNCC(=O)NN=C(c1ccccc1)c1ccccc1,0%,-19%,18%[57.1 µM],4,4%,-9%,8%[57.1 µM],-5%,2%
Cc1ccc(NCc2ccccc2F)cc1,2%,-3%,8%,13,-4%,-5%,3%,0%,0%
O=C(NCCCN1CCOCC1)c1ccc(CSCc2cccc(Cl)c2)o1,8%,-11%,-2%,-15,-4%,-6%,1%,2%,0%
